# Compound activity from PubChem BioAssay.
# AmpC detergent – inhibitors of E. coli AmpC beta-lactamase with detergent | P00811 | AmpC hydrolysis of nitrocefin, absorbance 480 nm, 0.01% Triton | Potency, µM (highest dose often 114 µM), without a hit: at the top dose activity change, negative = inhibition, hits mostly inhibitors | actives 0.041% (n = 370,000); active = well fitted inhibition curve with a large enough effect; inconclusive = small, poorly fitted or top-dose-only effect;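 note: potency is the fitted concentration of half-maximal effect; 0% = no-compound wells and -100% = no-enzyme wells; nearly all actives have a fitted effect of over 25% in size; some results filed as inactive show a strong effect at the top dose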
# Target sequence (P00811 whole entry, looked up): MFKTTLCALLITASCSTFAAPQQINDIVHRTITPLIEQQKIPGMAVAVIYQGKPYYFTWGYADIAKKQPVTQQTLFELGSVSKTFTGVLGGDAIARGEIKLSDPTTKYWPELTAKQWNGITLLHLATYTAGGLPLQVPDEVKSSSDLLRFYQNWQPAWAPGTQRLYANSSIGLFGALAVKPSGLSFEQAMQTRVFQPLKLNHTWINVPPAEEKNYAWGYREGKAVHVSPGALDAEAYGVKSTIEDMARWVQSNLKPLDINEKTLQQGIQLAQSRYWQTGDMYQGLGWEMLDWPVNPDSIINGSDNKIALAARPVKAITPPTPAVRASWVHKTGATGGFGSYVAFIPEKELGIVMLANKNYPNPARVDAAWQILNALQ
#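 AmpC (5.3 nM in the dispensed reagent) in 20 mM phosphate pH 7.0 with 0.01% (detergent screen) or 0.0001% Triton X-100 was preincubated with compounds for 15 min at room temperature. Nitrocefin was then added from an 800 uM solution, and hydrolysis was followed at 480 nm.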
# HCMV inh – inhibitors of human cytomegalovirus; HFF cells, HCMV-luciferase reporter, 72 h; active compounds read low; activity change, negative = inhibition, % at 57.5 µM; actives 4.5% (n = 410,000); in the data active = activity change below about -60%; inconclusive = no clear call, values can overlap the other calls; inactive = above about -39%
#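 Steps: HFFs plated, 16 h 37C; compounds added; HCMV-luciferase added to MOI 1 PFU/cell; 72 h 37C; OneGlo reagent, 5 min room temperature; luminescence read, normalized to controls.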
# Active calls of the source: *; ? = inconclusive. Unless noted, % is set by controls: 0 for no effect and ±100 for the full control effect.
SMILES,AmpC detergent,HCMV inh
O=C(CSc1nc2c([nH]c3ccccc32)c(=O)n1-c1ccccc1)N1CCc2ccccc21,-7.3%,1.0
COc1ccccc1CNC(=O)c1cc2cccc3c2n1CC(C)S3 (stereo not given),-8.9%,0.0
COc1cccc(C2=CC(c3ccccc3F)n3ncc(C(=O)Nc4ccc(F)cc4)c3N2)c1 (stereo not given),4.2%,-32.3
Cc1ccc(N2CC(NC(=O)c3cccc(Cl)c3)CC2=O)cc1C (stereo not given),1.3%,-6.7
Cc1ccc(C)c(N2CCN(C(=O)CN3C(=O)COc4ccc(S(=O)(=O)N5CCCCCC5)cc43)CC2)c1,0.4%,-10.9
COc1ccc(NC(=O)Cn2nnc(C(=O)NCc3ccccc3Cl)c2N)cc1Cl,-0.9%,12.8
Cc1ccc(OCC(=O)Nc2ccc(S(=O)(=O)Nc3ncccn3)cc2)c(C(C)(C)C)c1,-12.0%,1.8
COc1ccccc1N1CCN(C(=O)Nc2cn(CC(C)C)c(=O)c3ccccc23)CC1,4.8%,21.3
CCC(=O)N1CCc2cc(Br)cc(S(=O)(=O)N3CCCC(C(=O)Nc4cccc(C)c4C)C3)c21 (stereo not given),1.0%,-20.7
COc1ccc(Nc2nc3c(S(=O)(=O)c4ccc(C)cc4)nnn3c3ccsc23)cc1Cl,-5.7%,-1.3
CCOC(=O)c1cccc(NC(=O)C2CCCN(S(=O)(=O)c3ccc4c(c3)oc(=O)n4C)C2)c1 (stereo not given),-4.7%,-16.3
Cc1ccccc1Nc1cc(C(=O)NCCc2ccc(Cl)cc2)c2ccccc2n1,-5.8%,-6.6
COc1ccc(NC(=O)C2=C(C)Nc3nc(SCc4ccccc4C)nn3C2c2cc(OC)c(O)c(OC)c2)cc1 (stereo not given),15.0%,-8.6
CCOc1ccc(C(=O)Nc2ccc3nc(SCC(=O)N4CCOCC4)sc3c2)cc1,-7.5%,-24.4
Cc1ccc2c(=O)cc(C(=O)Nc3c(C)cccc3C)oc2c1,14.5%,-12.9
Cc1nc2cc(-c3ccc(Cl)cc3)nn2c(C)c1CCC(=O)N1CCN(c2ccccc2)CC1,-11.5%,-6.3
COc1ccccc1-c1nnc2n(CCc3ccccc3)c(=O)c3ccccc3n12,-4.0%,11.9
Cc1ccc(NC(=O)N2CCc3cc(S(=O)(=O)N4CCC(C)CC4)ccc32)cc1,-0.4%,-29.1
CCCCCOC(=O)CSc1ncnc2c1sc1nc(N3CCOCC3)c3c(c12)CCCC3,25.0%,-2.6
CCOC(=O)c1ccc(NC(=O)c2cc3c([nH]c2=O)CC(c2ccccc2)CC3=O)cc1 (stereo not given),-2.3%,10.2
CCn1cc2nc(SCc3cccc(C(F)(F)F)c3)n(Cc3ccc(OC)cc3)c(=O)c2n1,-7.4%,?
COc1ccc(CCNC(=O)c2cn(C)c3ccc(S(=O)(=O)N(C)C4CCCCC4)cc3c2=O)cc1OC,1.1%,7.8
Cc1cc(NC(=O)CSc2nc(-c3ccccc3C)nc3c2c(=O)n(C)c(=O)n3C)no1,19.8%,-5.4
CN(C)c1cccc(C(=O)Nc2nc3ccc(S(=O)(=O)NC(C)(C)C)cc3s2)c1,-6.0%,-29.3
Cc1c2cnn(CC(=O)NCc3ccc(Cl)cc3)c(=O)c2c(C)n1Cc1ccc(F)cc1,8.4%,-8.9
COC(=O)c1cc(NC(=O)[C@H](CCS(C)(=O)=O)N2Cc3ccccc3C2=O)cc(C(=O)OC)c1,-10.2%,9.7
COc1ccc(C(c2c(O)cc(C)n(Cc3ccco3)c2=O)N2CCN(c3ccccc3)CC2)cc1 (stereo not given),7.7%,8.7
O=C(NCc1ccc(Cl)cc1)c1ccc2c(c1)nnn2C1CCCC1,2.5%,-1.1
CCOc1ccc(NS(=O)(=O)c2ccc3c(c2)NC(=O)CCS3)cc1,-4.9%,?
CCn1c(CNC(=O)c2ccc(OC)cc2)nnc1SCC(=O)Nc1ccc(OC)cc1,0.3%,22.0
CCc1ccc(NC(=O)C(=O)NCC(c2cccnc2)N2CCOCC2)cc1 (stereo not given),3.3%,-10.9
N#Cc1cccc(NC(=O)CCNS(=O)(=O)c2ccc3c(c2)CCN3C(=O)C2CC2)c1,4.5%,-2.9
COc1ccccc1N1CCN(S(=O)(=O)c2cc(C(=O)Nc3ccc(Oc4ccccc4)cc3)ccc2F)CC1,5.4%,-67.1*
CCOC(=O)CCc1c(C)nc2cc(-c3cc(OC)cc(OC)c3)[nH]n2c1=O,0.5%,5.0
CC(C)CCN(C(=O)Nc1ccc(Cl)c(Cl)c1)C1CCN(C(C)C)CC1,3.3%,-15.2
CCOc1ccc(NC(=O)Nc2nnc(N3CCCCC3C)s2)cc1 (stereo not given),-1.4%,-7.2
CC(C)CCNC(=O)Cn1cc(S(=O)(=O)Cc2ccc(F)cc2)c2ccccc21,3.5%,0.0
COC(=O)c1c(SCC(=O)Nc2cccc(Cl)c2C)[nH]c2ccccc2c1=O,1.3%,-3.3
Cc1ccc(Cn2cc(CCC(=O)NC3CCC(C)CC3)c3ccccc32)cc1 (stereo not given),21.5%,-34.0
COc1ccc(NC(=O)c2cnc3cc(C)ccn3c2=O)c(OC)c1,24.4%,20.4
COCCCNC(=O)c1ccc(Cn2c(=O)c3ccccc3n(Cc3ccc(Cl)cc3)c2=O)cc1,-0.4%,13.2
COC(=O)c1c(SC)nc2ccccc2c1OCc1ccccc1C,2.9%,-13.0
CCC(C)NC(=O)Cn1c(=O)n(CCCCCC(=O)NCc2ccccc2Cl)c(=O)c2sccc21 (stereo not given),2.9%,-18.6
CCCCCCSc1nc(N)c2c3c(sc2n1)CCCC3C (stereo not given),8.9%,56.8
CC(=O)c1ccc(NC(=O)CCSc2nc(-c3ccco3)cc(C(F)(F)F)n2)cc1,14.2%,23.8
CCOC(=O)c1c(NC(=O)c2cc(CC)on2)sc(C)c1C,11.6%,2.4
Cc1cccc(N2CCN(c3nc4ccccc4c4nc(-c5cccnc5)nn34)CC2)c1C,24.5%,-29.0
Cc1ccc(CNC(=O)CSCc2nc(-c3cccc(C)c3)oc2C)cc1,-4.0%,-15.3
COc1ccc(OC)c(C2NC(=O)NC(C)=C2C(=O)Nc2cc(C)cc(C)c2)c1 (stereo not given),-9.2%,53.2
CCOC(=O)c1cc(C)n(CC2CCC(C(=O)Nc3cccc(C(C)=O)c3)CC2)c1C (stereo not given),4.0%,-3.9
O=C(Nc1ccc(OC(F)(F)F)cc1)C(Cc1ccccc1)NS(=O)(=O)c1cccc2nsnc12 (stereo not given),0.8%,-14.4
CCN(CC)CCNC(=O)c1sc2nc(C)cc(C)c2c1-n1cccc1,23.2%,7.0
CCc1ccccc1NC(=O)Cn1nnc(C(=O)Nc2ccc(C)c(F)c2)c1N,19.8%,10.6
Nc1ncc(S(=O)(=O)NCc2cccc(Cl)c2)cn1,5.7%,17.1
Cn1c(=O)c2c(SCC(=O)NCc3ccco3)nc(-c3ccccc3F)nc2n(C)c1=O,16.3%,-1.7
CCOC(=O)c1ccc(NC(=O)CSc2cn(CC(=O)N3CCCC3)c3ccccc23)cc1,0.6%,51.5
Cc1ccc(/C=C(\C#N)c2nc3ccccc3c(=O)[nH]2)cc1,7.7%,-0.4
O=C(NCC1CCN(Cc2ccc(F)cc2)CC1)c1cc2ccc3cccnc3c2[nH]1,-4.2%,-68.1*
CC(=O)c1cc2c(cc1NC(=O)c1cnn(-c3ccc(C)cc3)c1-n1cccc1)OCO2,-7.1%,-30.9
O=C(/C=C/c1cn(CC(O)CN2CCCCCC2)c2ccccc12)c1ccccc1 (stereo not given),16.9%,-38.5
# The list continues.
SMILES,AmpC detergent,HCMV inh
CN(C)c1ccc(-n2c(CCC(=O)O)ccc2-c2ccccc2)cc1,-0.7%,11.9
COc1ccc(N(Cc2cc3cc(OC)ccc3[nH]c2=O)C(=O)c2cccc(Cl)c2)cc1,16.4%,11.3
COc1cc(C(=O)NCCSc2c(-c3ccccc3)[nH]c3ccccc23)cc(OC)c1OC,?,?
O=C(Cc1ccc(Cl)cc1)NC1CC(=O)N(c2ccc3c(c2)OCCO3)C1 (stereo not given),-2.1%,21.0
CCc1cc(=O)[nH]c(SCc2nc(-c3ccccc3)no2)n1,9.8%,23.7
CCCCN1C(=O)C(O)(CC(=O)c2ccc(CC)cc2)c2cc(Br)ccc21 (stereo not given),-6.6%,-78.8*
CC(=O)c1ccc(NC(=O)C2=CC(c3ccc(C)cc3)=NS(=O)(=O)N2C)cc1,-9.8%,-38.8
Cc1ccc(NC(=O)c2ccc(CN3CC(=O)N4CCCCC4C3=O)cc2)cc1C (stereo not given),0.6%,142.4
Cc1nn(Cc2noc(C(=O)NCc3cccc(F)c3)n2)c(C)c1Br,-2.1%,16.5
Cc1oc2ncn(CC(C)C)c(=O)c2c1C(=O)N(Cc1ccccc1)C(C)C,-7.1%,20.4
CCc1ccc(NC(=O)CSc2nc3nccnc3c(=O)n2CCc2c[nH]c3ccccc23)cc1,0.4%,53.2
COc1cc2c(cc1OC)n(CC(=O)c1ccc(C)cc1)c(=O)n1nc(CCn3nc(C)cc3C)nc21,0.4%,6.2
CCc1ccc(NC(=O)C(=O)NCCc2csc(-c3ccc(C(F)(F)F)cc3)n2)cc1,7.5%,-5.5
Cc1ccc(NC(=O)c2c(NC(=O)c3ccco3)sc3c2CCC(C(C)(C)C)C3)c(C)c1 (stereo not given),0.1%,-12.3
CCOC(=O)c1[nH]c(C)c(CCC(=O)Nc2cc(Cl)c(OC)cc2OC)c1C,-11.5%,2.5
COC(=O)CC1Oc2ccc(Cl)cc2-n2cc(-c3ccc(C)cc3)nc21 (stereo not given),-4.5%,-19.7
CC1CCN(c2nc3c(S(=O)(=O)c4ccc(Cl)cc4)nnn3c3ccsc23)CC1,6.2%,54.0
CC(=O)c1cccc(NC(=O)c2nc(-c3ccc(C)cc3)n3c2CCCCC3)c1,-3.5%,-0.7
O=C(CSc1nc2sc3c(c2c(=O)[nH]1)CCCC3)Nc1ccccc1F,-3.8%,-9.8
Cc1ccc2c(=O)c(C(=O)c3cccc(Cl)c3)cn(CC(=O)NC3CCCCC3)c2n1,1.0%,10.4
CCOC(=O)c1cnc2c(C)cc(C)cc2c1Nc1ccc(OCc2ccccc2)cc1,0.2%,8.7
O=C(Cn1c(=O)nc(-c2ccccc2)c2cc(Cl)ccc21)N1CCN(c2ccc(F)cc2)CC1,-4.7%,?
CCCCNC(=O)C1CCN(c2nc3ccccc3nc2C(F)(F)F)CC1,1.3%,0.3
CCCOc1ccc(NC(=O)CC2C(=O)N(c3ccc(C)cc3)C(=O)N2CCc2ccncc2)cc1 (stereo not given),17.3%,-36.0

# Grouped by structure: the entries above containing a cyano group
SMILES,AmpC detergent,HCMV inh
N#Cc1cccc(NC(=O)CCNS(=O)(=O)c2ccc3c(c2)CCN3C(=O)C2CC2)c1,4.5%,-2.9
Cc1ccc(/C=C(\C#N)c2nc3ccccc3c(=O)[nH]2)cc1,7.7%,-0.4

# Following part.
SMILES,AmpC detergent,HCMV inh
COc1ccc(-c2cc(C(=O)NCc3cc(OC)c(OC)c(OC)c3)[nH]n2)cc1,-0.1%,3.9
COc1cc([N+](=O)[O-])ccc1NC(=O)N1CCC2(CC1)Nc1ccccc1-n1cccc12,-4.9%,11.5
CCc1cccc(CC)c1NC1=NS(=O)(=O)c2ccccc21,20.6%,12.3
Cc1oc2ncn(C)c(=O)c2c1C(=O)NC(C)c1ccccc1 (stereo not given),-2.4%,3.1
COc1cccc(Cn2c(=O)n(Cc3ccccc3)c(=O)c3c2c2cc(OC)ccc2n3C)c1,?,16.5
Cc1cc2ccccc2n1-c1ccc(C(=O)N2CCC(C(=O)NCc3ccccc3Cl)CC2)s1,2.1%,9.7
COc1ccc(C2C(C(=O)Nc3ccc(C)cc3C)=C(C)Nc3nc(SCc4cccc(C)c4)nn32)c(OC)c1 (stereo not given),12.9%,-4.8
CCc1ccc(OCc2nc(-c3ccc(OC)c(OC)c3)no2)c(Br)c1,14.6%,13.6
CCOC(=O)c1c(-c2ccccc2)csc1NC(=O)c1cc(-c2cccc(Cl)c2)on1,-0.2%,-17.0
Nc1nonc1C(=O)NCCNCc1ccccc1F,26.9%,2.3
CCc1nc(SC)ncc1C(=O)N1CCN(c2cc(C)ccc2C)CC1,3.3%,5.4
COc1cccc(-n2cc(C(=O)Nc3cc(OC)c(OC)c(OC)c3)c3ccccc3c2=O)c1,-1.5%,60.9

# Compound profiles, as listed above. Screens in order: AmpC detergent	HCMV inh
# COc1cccc(-n2cc(C(=O)Nc3cc(OC)c(OC)c(OC)c3)c3ccccc3c2=O)c1 as listed: -1.5%	60.9
# COc1ccc(C2C(C(=O)Nc3ccc(C)cc3C)=C(C)Nc3nc(SCc4cccc(C)c4)nn32)c(OC)c1 (stereo not given) as listed: 12.9%	-4.8
# CCc1ccc(OCc2nc(-c3ccc(OC)c(OC)c3)no2)c(Br)c1 as listed: 14.6%	13.6
# CCOC(=O)c1c(-c2ccccc2)csc1NC(=O)c1cc(-c2cccc(Cl)c2)on1 as listed: -0.2%	-17.0

# Continued.
SMILES,AmpC detergent,HCMV inh
O=C(Nc1cccc(Br)c1)N1CCN2CCCCC2C1 (stereo not given),23.8%,-8.4
COc1ccc(NC(=O)c2cccn(Cc3ccc(Cl)cc3)c2=O)c(OC)c1,0.9%,-69.6*
Cc1ccc(Nc2nc3ccc(C(=O)c4ccccc4)cc3n3c(C)nnc23)c(C)c1,22.9%,0.0
CCOc1ccc(CCNC(=O)c2nn(C)c3c2CSc2ccccc2-3)cc1,-9.6%,?
Cc1cccc(N2CCN(C(=O)c3c(C)oc4ncnc(N5CCOCC5)c34)CC2)c1C,12.0%,-20.8

# An excerpt; the hit share may differ from the screen's.
